Source: PubChem (Broad Institute)
DLD1 CTGF mRNA – YAP1 pathway inhibitors via CTGF transcript, primary screen, DLD1 colon cancer cells, RT-qPCR, single point (AID 743449); 0.9% of 9,900 active; DLD1 CTGF mRNA qPCR, 24 h; active compounds read high; inhibition, % at 12.5 µM;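 active means mean normalized replicate activity at least 50 and at least half of replicates each reaching 50; inconclusive means only one of the two criteria met; inactive means neither criterion met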;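 further: 0% = neutral control wells and 100% = dasatinib control wells; higher means stronger suppression of CTGF expression like dasatinib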
Pax4 mRNA alpha TC1 – Pax4 mRNA upregulation in alpha cells – RT-PCR, mouse alpha TC1 cells, single point, primary screen (AID 1053180). mouse alpha TC1 cells, Pax4 mRNA qPCR, 6 days; active compounds read high; 100% = Pax4 plasmid added at qPCR. activation, % at 10 µM. 0.2% of 9,600 active;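 active means highest normalized replicate activity of 15 or more, or at least half the replicates reach 15 or more; inactive means neither condition met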;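 further: pax4 Ct normalized to GAPDH with activation seen as lower delta delta Ct; plate controls were plate neutral control wells for no effect and Pax4 plasmid positive control for full effect; each compound tested in two replicate wells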
An asterisk follows results filed as active; ? = inconclusive; nt = not tested or not shown; & = joins results of further samples.

Sample of the layout:
SMILES	DLD1 CTGF mRNA	Pax4 mRNA alpha TC1
Cc1noc(C)c1NC(=O)N(C)C[C@H]1OCc2cn(nn2)CCCC(=O)N([C@H](C)CO)C[C@@H]1C	9	0.0
CN(C[C@@H]1[C@@H](c2ccccc2)[C@H](CO)N1CC1CC1)C(=O)c1ccc(F)cc1	0	0.0
CC[C@@H]1C/C=C\C[C@@H](c2ccc(OC)cc2OC)NC(=O)[C@H](C)CC(=O)N1	-36	0.2
O=C(c1ccc2c(c1)OCO2)N1CC[C@@H]2[C@H]1c1cc(C#Cc3ccccc3)ccc1N[C@@H]2CO	18	0.0
CN1c2ccc(Br)cc2[C@@H]2[C@@H](CCN2C(=O)CN2CCOCC2)[C@@H]1CO	-16	0.0
COc1ccccc1-c1ccc(C2[C@H]3CNC[C@@H]2N3Cc2ccc(F)cc2)cc1 (some centres undefined)	1	0.0
CCCNC(=O)N(Cc1cccnc1)C[C@H]1N[C@H](CO)[C@@H]1c1ccccc1	3	0.0
CCC(=O)N1CC(=O)N2[C@@H](CO)[C@@H](c3ccc(-c4ccc(C#N)cc4)cc3)[C@@H]2C1	-10	0.0
Cc1noc(C)c1NC(=O)Nc1ccc2c(c1)C(=O)N([C@@H](C)CO)C[C@H](C)[C@@H](CN(C)S(=O)(=O)c1cccs1)OCCCC[C@@H](C)O2	-28	0.0
C[C@H]1CN([C@@H](C)CO)C(=O)c2c(c3ccccc3n2C)-c2ccccc2CO[C@H]1CN(C)C	6	0.0
CC(C)[C@H]1C(=O)NCCC=CC[C@H](C)Oc2ccccc2C(=O)N1C (mixture of isomers)	-3	0.0
CCN1CC(=O)N2[C@H](CO)[C@H](c3ccc(Br)cc3)[C@@H]2C1	8	0.0
C[C@@H]1CCCCO[C@H](CN(C)S(=O)(=O)c2cn(C)cn2)[C@H](C)CN([C@@H](C)CO)C(=O)c2cc(NC(=O)Nc3cccc4ccccc34)ccc2O1	17	0.0
CN(C[C@H]1[C@H](c2ccccc2)[C@H](CO)N1Cc1ccccn1)S(C)(=O)=O	13	0.0
N#C[C@H]1[C@@H](c2ccccc2)[C@H](CO)N1S(=O)(=O)c1cccc(F)c1	36	0.0
CCC(=O)N1[C@H](CO)[C@H](c2ccccc2)C12CN(C(=O)CN1CCOCC1)C2	7	nt

The list itself, from the first entry:
SMILES	DLD1 CTGF mRNA	Pax4 mRNA alpha TC1
Cc1noc(C)c1NC(=O)N(C)C[C@H]1OCc2cn(nn2)CCCC(=O)N([C@H](C)CO)C[C@@H]1C	9	0.0
CN(C[C@@H]1[C@@H](c2ccccc2)[C@H](CO)N1CC1CC1)C(=O)c1ccc(F)cc1	0	0.0
CC[C@@H]1C/C=C\C[C@@H](c2ccc(OC)cc2OC)NC(=O)[C@H](C)CC(=O)N1	-36	0.2
O=C(c1ccc2c(c1)OCO2)N1CC[C@@H]2[C@H]1c1cc(C#Cc3ccccc3)ccc1N[C@@H]2CO	18	0.0
CN1c2ccc(Br)cc2[C@@H]2[C@@H](CCN2C(=O)CN2CCOCC2)[C@@H]1CO	-16	0.0
COc1ccccc1-c1ccc(C2[C@H]3CNC[C@@H]2N3Cc2ccc(F)cc2)cc1 (some centres undefined)	1	0.0
CCCNC(=O)N(Cc1cccnc1)C[C@H]1N[C@H](CO)[C@@H]1c1ccccc1	3	0.0
CCC(=O)N1CC(=O)N2[C@@H](CO)[C@@H](c3ccc(-c4ccc(C#N)cc4)cc3)[C@@H]2C1	-10	0.0
Cc1noc(C)c1NC(=O)Nc1ccc2c(c1)C(=O)N([C@@H](C)CO)C[C@H](C)[C@@H](CN(C)S(=O)(=O)c1cccs1)OCCCC[C@@H](C)O2	-28	0.0
C[C@H]1CN([C@@H](C)CO)C(=O)c2c(c3ccccc3n2C)-c2ccccc2CO[C@H]1CN(C)C	6	0.0
CC(C)[C@H]1C(=O)NCCC=CC[C@H](C)Oc2ccccc2C(=O)N1C (mixture of isomers)	-3	0.0
CCN1CC(=O)N2[C@H](CO)[C@H](c3ccc(Br)cc3)[C@@H]2C1	8	0.0
C[C@@H]1CCCCO[C@H](CN(C)S(=O)(=O)c2cn(C)cn2)[C@H](C)CN([C@@H](C)CO)C(=O)c2cc(NC(=O)Nc3cccc4ccccc34)ccc2O1	17	0.0
CN(C[C@H]1[C@H](c2ccccc2)[C@H](CO)N1Cc1ccccn1)S(C)(=O)=O	13	0.0
N#C[C@H]1[C@@H](c2ccccc2)[C@H](CO)N1S(=O)(=O)c1cccc(F)c1	36	0.0
CCC(=O)N1[C@H](CO)[C@H](c2ccccc2)C12CN(C(=O)CN1CCOCC1)C2	7	nt
C[C@@H](NC(=O)C[C@@H]1C=C[C@H](NS(=O)(=O)c2cccc(F)c2)[C@@H](CO)O1)c1ccccc1	12	0.0
COc1ccccc1C#Cc1ccc([C@H]2[C@@H](CO)N3CCCCN(C(=O)C4CCC4)C[C@@H]23)cc1	?	0.0
COCC(=O)Nc1ccc2c(c1)OC[C@H](C)N(C)C[C@@H](C)[C@@H](OC)CN(C)C2=O	0	0.0
COc1ccc(C(=O)Nc2ccc3c(c2)C(=O)N(C)[C@@H]2CC[C@H](CC(=O)NCC4CC4)O[C@H]2CO3)cc1	-26	0.0
COc1ccc(C#Cc2ccc3c(c2)[C@@H]2[C@@H](CCN2S(=O)(=O)c2ccccc2C)[C@H](CO)N3C)cc1	26	0.3
CN1C(=O)c2cc(NC(=O)Nc3ccc(Cl)cc3)ccc2OC[C@H]2O[C@@H](CC(=O)NCCN3CCCCC3)CC[C@@H]21	5	0.0
C[C@H]1CN([C@@H](C)CO)C(=O)c2cccc(NC(=O)c3cnccn3)c2O[C@H]1CN(C)C(=O)NC1CCCCC1	38	0.0
Cc1cccc(S(=O)(=O)N2C[C@@H](O)COC[C@H]3O[C@@H](CC(=O)Nc4ccccc4)CC[C@@H]32)c1	13	0.0
CN1C(=O)c2cc(NC(=O)c3cccc(F)c3)ccc2OC[C@@H]2O[C@H](CC(=O)NCC3CCCCC3)CC[C@@H]21	-1&-171&14	0.0&0.1&0.1
CO[C@H](C(=O)N(C)C[C@H]1OCc2ccccc2-c2ccccc2C(=O)N([C@@H](C)CO)C[C@@H]1C)c1ccccc1	-29	0.0
CC(C)C#Cc1ccc([C@H]2[C@H]3CN(C(=O)c4ccc5c(c4)OCO5)CC(=O)N3[C@H]2CO)cc1	-9	0.0
CCS(=O)(=O)NCC[C@H]1CC[C@H](NS(=O)(=O)c2ccccc2C)[C@@H](CO)O1	-14	0.0
Cc1ccccc1-c1cnc2c(c1)C(=O)N([C@H](C)CO)C[C@@H](C)[C@H](CN(C)Cc1ccccc1F)O2	32	0.2
C[C@@H](NC(=O)C[C@H]1C=C[C@@H](NS(=O)(=O)c2cccc(F)c2)[C@H](CO)O1)c1ccccc1	5	0.0
Cc1cc(C(=O)Nc2ccc3c(c2)C(=O)N(C)[C@H]2CC[C@H](CC(=O)NCc4ccc(-c5ccccc5)cc4)O[C@@H]2CO3)no1	1	0.0
C/C=C/c1ccc([C@@H]2[C@@H](CO)N(C(=O)NC(C)C)C23CN(Cc2ccc(OC)cc2)C3)cc1	4	nt
O=C(CC(F)(F)F)N1C[C@@H]2[C@H](c3ccccc31)[C@@H](CO)N2C(=O)c1ccncc1	-12	0.0
O=C([C@H]1[C@H](CO)[C@H]2Cn3c(cccc3=O)[C@H]2N1C(=O)C1CCCCC1)N1CCOCC1	10	0.0
COCC(=O)N1[C@@H]2CNc3ccccc3[C@@H]2[C@@H]1CO	12	0.0
COc1ccc2c3c(n(C)c2c1)[C@H](CO)N(S(=O)(=O)c1cn(C)cn1)CC31CCN(C)CC1	-33	0.0

Shown field by field: part of the list above
CCS(=O)(=O)NCC[C@H]1CC[C@H](NS(=O)(=O)c2ccccc2C)[C@@H](CO)O1
- DLD1 CTGF mRNA = -14
- Pax4 mRNA alpha TC1 = 0.0
Cc1ccccc1-c1cnc2c(c1)C(=O)N([C@H](C)CO)C[C@@H](C)[C@H](CN(C)Cc1ccccc1F)O2
- DLD1 CTGF mRNA = 32
- Pax4 mRNA alpha TC1 = 0.2

Going on with the list:
SMILES	DLD1 CTGF mRNA	Pax4 mRNA alpha TC1
CNC[C@@H]1Oc2cc(C#Cc3ccccc3OC)ccc2S(=O)(=O)N([C@H](C)CO)C[C@H]1C	25	10*
CO[C@H]1CN(C)C(=O)c2ccc(NC(=O)c3cc(C)on3)cc2OC[C@@H](C)NC[C@H]1C	8	0.0
Cc1noc(C)c1S(=O)(=O)Nc1ccc2c(c1)C(=O)N([C@@H](C)CO)C[C@H](C)[C@@H](CN(C)C(=O)NC1CCCCC1)O2	-9	0.0
C[C@@H]1CN([C@H](C)CO)C(=O)c2cc(NC(=O)Nc3cccc4ccccc34)ccc2O[C@@H](C)CCCCO[C@H]1CN(C)S(=O)(=O)c1cn(C)cn1	-1	0.0
COc1ccc(C#Cc2ccc([C@H]3[C@@H](CO)N4C(=O)CN(C(=O)c5ccc(F)cc5)C[C@H]34)cc2)cc1	-14	0.0
COC(=O)C[C@H]1CC[C@@H]2[C@H](COC[C@H](O)CN2S(=O)(=O)c2cn(C)cn2)O1	-12	0.0
CO[C@@H]1CN(C)C(=O)c2ccc(NC(=O)Nc3ccc(F)cc3)cc2OC[C@@H](C)N(C(=O)c2ccc(F)cc2)C[C@H]1C	18	0.0
C[C@H](CO)N1C[C@H](C)[C@@H](CN(C)C(=O)NC2CCCCC2)OCc2cn(nn2)CCCC1=O	19	0.0
O=C(C[C@H]1CC[C@@H]2[C@H](COC[C@H](O)CN2C(=O)c2cnccn2)O1)N1CCN(c2ccccc2)CC1	25	0.0
O=C(c1cccnc1)N1CC2(C1)[C@@H](c1ccccc1)[C@@H](CO)N2Cc1ccc(Cl)cc1	5	nt
O=C(c1ccccn1)N1CC[C@@H]2[C@@H](CO)Nc3ccc(Br)cc3[C@@H]21	14	0.0
Cc1ccccc1S(=O)(=O)N1CCCCN2[C@H](CO)[C@@H](c3ccc(C#CCN(C)C)cc3)[C@H]2C1	-57	0.0
c1cc(-c2ccc(C3[C@@H]4CN(Cc5nccs5)C[C@H]3N4)cc2)ccn1 (some centres undefined)	-25	0.0
CO[C@@H]1CN(C)C(=O)c2cc(NC(=O)c3ccc(Oc4ccccc4)cc3)ccc2OC[C@@H](C)NC[C@H]1C	5	0.0
CCNC(=O)C[C@@H]1CC[C@@H]2[C@H](COC[C@H](O)CN2C(=O)c2ccccn2)O1	-11	0.0
CN1C(=O)c2cc(NS(C)(=O)=O)ccc2OC[C@@H]2O[C@H](CC(=O)NCc3ccccc3)CC[C@H]21	-16	0.0
CC=Cc1ccc2n(c1=O)C[C@@H]1[C@@H](CO)[C@H](C(=O)N3CCOCC3)N(Cc3ccccc3)[C@H]21 (mixture of isomers)	-2	0.0
CO[C@@H]1CN(C)C(=O)c2cc(NC(=O)CN(C)C)ccc2OC[C@@H](C)N(Cc2ccccc2F)C[C@H]1C	-15	0.0
C[C@@H]1CN([C@H](C)CO)C(=O)c2ccccc2-c2ccccc2CO[C@@H]1CN(C)Cc1ccccc1C(F)(F)F	70*	5.2
C[C@@H]1CC(=O)N[C@@H](c2ccccc2)C/C=C\C[C@H](c2ccc3c(c2)OCO3)NC1=O	-7	0.0
O=C(C1CCOCC1)N1CC(=O)N2[C@@H](CO)[C@@H](c3ccc(C#CCc4ccccc4)cc3)[C@@H]2C1	-4	0.0
C[C@@H]1CN([C@H](C)CO)C(=O)CCCn2cc(nn2)CO[C@H]1CN(C)C(=O)Nc1cccc2ccccc12	11	0.0
CC(C)(O)C#Cc1ccc([C@@H]2[C@@H](CO)N3CCCCN(S(C)(=O)=O)C[C@@H]23)cc1	28	0.0
COC(=O)c1ccc(CN2CC(=O)N3[C@@H](CO)[C@@H](c4ccc(-c5cccnc5)cc4)[C@@H]3C2)cc1	-11	0.0
COCC(=O)Nc1ccc2c(c1)C(=O)N(C)[C@H]1CC[C@@H](CC(=O)NCCCN(C)C)O[C@H]1CO2	-2	0.0
O=C(C[C@@H]1CC[C@H]2[C@@H](COC[C@H](O)CN2S(=O)(=O)c2cccc(F)c2)O1)NCc1ccncn1	-23	0.0
COc1ccc(NC(=O)N(C)C[C@H]2OCCCC[C@@H](C)Oc3ccc(NC(=O)c4ccncc4)cc3C(=O)N([C@H](C)CO)C[C@H]2C)cc1	-14	0.0
CN1C[C@H]2[C@@H](c3ccccc31)[C@@H](CO)N2C(=O)C1CCOCC1	11	0.0
CCc1cnc(N2[C@H](C#N)[C@@H](c3ccc(C#Cc4ccccc4F)cc3)[C@H]2CO)s1	-19	0.0
C[C@@H]1CN([C@H](C)CO)C(=O)c2ccccc2-c2ccccc2CO[C@H]1CN(C)C(=O)[C@@H]1CCCN1C	3	0.0
COc1ccc2c3c(n(C)c2c1)[C@@H](CO)N(Cc1ccccc1F)CC31CCN(C(=O)C2CCOCC2)CC1	-4	0.0

An excerpt. The share of hits here may be higher or lower than overall.
